High-throughput results (PubChem)
JMJD2A Tudor: inhibitors of human JMJD2A Tudor domain. O75164. AlphaScreen JMJD2A-Tudor / H3K4me3 peptide binding. Potency, µM (titrated, usually from 114 µM), for the others: at the highest dose activity change, negative = inhibition, actives largely listed as inhibitors. 4.4% of 390,000 active; further: potency means the concentration at half of the fitted maximal effect; on the % scale 0 is the no-effect control and ±100 the full control effect; nearly all actives have a fitted effect of over 50% in size
PGK inhibitor: inhibitors of T. brucei phosphoglycerate kinase. P07378. PGK/GAPDH coupled, Kinase-Glo luminescence, 60 min. Potency, µM (series often up to 57.5 µM), for inactives: at the highest dose activity change, negative = inhibition, usual class: inhibitors. 0.043% of 380,000 active. AID 602233; further: potency means the concentration at half of the fitted maximal effect; on the % scale 0 is the no-effect control and ±100 the full control effect; nearly all actives have a fitted effect of over 60% in size
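Recombinant glycosomal PGK reaction used 1,3-bisphosphoglycerate generated in-well by GAPDH (100nM final) in 100mM TEA pH 7.6, 5mM MgCl2, 0.01% Tween-20. After 60 minutes at room temperature, ATP was read by Kinase-Glo Plus luminescence end-point.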
G9a block: G9a (human) methyltransferase inhibition; Q96KQ7; G9a H3K9 monomethylation, AlphaScreen, 2 h; Potency, µM (titrated, usually from 102 µM), for the others: at the highest dose activity, negative = inhibition, usual class: inhibitors; 8.8% of 350,000 active; further: potency means the concentration at half of the fitted maximal effect; on the % scale 0 is the no-effect control and ±100 the full control effect; nearly all actives have a fitted effect of over 75% in size
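Enzyme 20 nM + cpd, 15 min RT; add b-H3K9 pep 500 nM / SAM 20 uM; 2 h RT; anti-H3K9me1 Ab 0.5 ug/mL + SA donor / anti-rabbit acceptor beads 20 ug/mL each, 10 min; AlphaScreen read.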
ERG-DNA inh: inhibitors of human ERG Ets domain-DNA interaction; P11308; fluorescence polarization, His-ERG Ets domain / labelled DNA; 0.028% of 370,000 active; AID 624246; Potency, µM (top dose mostly 76.9 µM), inactives show at the highest dose FP activity, negative = inhibition, hits mostly inhibitors; active means well fitted inhibition curve with a large enough effect in the polarisation, with a control signal flat; inconclusive means small, poorly fitted or top-dose-only effect, or effect the other way, or a change in a side signal; inactive means no such curve, though single readings can be large or run the other way; the % refers to the polarisation;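 further: polarization taken with two DNA probes labelled with fluorescein and Texas red; potency means the concentration at half of the fitted maximal effect; % of control where 0% means no effect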
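His-tagged ERG Ets domain (1 uM in the protein solution; 300mM KCl, 50mM Tris-HCl, 1mM EDTA, 1mM DTT, pH 7.5) received compound, then a probe mix of 5 nM fluorescein-DNA and 100nM Texas-615-DNA. Fluorescence polarization was read for both dyes.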
HP1b binding inh: HP1-beta chromodomain-methylated histone interaction inhibition. Potency, µM (series often up to 114 µM), inactives show at the top dose activity change, negative = inhibition, most hits filed as inhibitors. 0.56% of 390,000 active. AlphaScreen HP1-beta / biotin-H3K9me3 peptide binding; further: potency means the concentration at half of the fitted maximal effect; nearly all actives have a fitted effect of over 70% in size; inactives centre near 23
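HP1-beta protein (50 nM final) preincubated 30 min at room temperature with biotinylated H3(1-18)K9me3 peptide (50 nM) in PBS pH 7.4, 0.01% Tween-20, then compound added for 30 min. AlphaScreen streptavidin donor/nickel chelate acceptor beads (10 ug/mL final), 30 min dark, luminescence read.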
BAZ2B inh: blocks human BAZ2B; AlphaScreen BAZ2B-H3K14Ac peptide displacement; Potency, µM (series often up to 114 µM), for the others: top-dose activity change, negative = inhibition, actives largely listed as inhibitors; 4.4% of 360,000 active; further: potency means the concentration at half of the fitted maximal effect; on the % scale 0 is the no-effect control and ±100 the full control effect; nearly all actives have a fitted effect of over 60% in size
Target sequence (Q9UIF8 whole entry, looked up): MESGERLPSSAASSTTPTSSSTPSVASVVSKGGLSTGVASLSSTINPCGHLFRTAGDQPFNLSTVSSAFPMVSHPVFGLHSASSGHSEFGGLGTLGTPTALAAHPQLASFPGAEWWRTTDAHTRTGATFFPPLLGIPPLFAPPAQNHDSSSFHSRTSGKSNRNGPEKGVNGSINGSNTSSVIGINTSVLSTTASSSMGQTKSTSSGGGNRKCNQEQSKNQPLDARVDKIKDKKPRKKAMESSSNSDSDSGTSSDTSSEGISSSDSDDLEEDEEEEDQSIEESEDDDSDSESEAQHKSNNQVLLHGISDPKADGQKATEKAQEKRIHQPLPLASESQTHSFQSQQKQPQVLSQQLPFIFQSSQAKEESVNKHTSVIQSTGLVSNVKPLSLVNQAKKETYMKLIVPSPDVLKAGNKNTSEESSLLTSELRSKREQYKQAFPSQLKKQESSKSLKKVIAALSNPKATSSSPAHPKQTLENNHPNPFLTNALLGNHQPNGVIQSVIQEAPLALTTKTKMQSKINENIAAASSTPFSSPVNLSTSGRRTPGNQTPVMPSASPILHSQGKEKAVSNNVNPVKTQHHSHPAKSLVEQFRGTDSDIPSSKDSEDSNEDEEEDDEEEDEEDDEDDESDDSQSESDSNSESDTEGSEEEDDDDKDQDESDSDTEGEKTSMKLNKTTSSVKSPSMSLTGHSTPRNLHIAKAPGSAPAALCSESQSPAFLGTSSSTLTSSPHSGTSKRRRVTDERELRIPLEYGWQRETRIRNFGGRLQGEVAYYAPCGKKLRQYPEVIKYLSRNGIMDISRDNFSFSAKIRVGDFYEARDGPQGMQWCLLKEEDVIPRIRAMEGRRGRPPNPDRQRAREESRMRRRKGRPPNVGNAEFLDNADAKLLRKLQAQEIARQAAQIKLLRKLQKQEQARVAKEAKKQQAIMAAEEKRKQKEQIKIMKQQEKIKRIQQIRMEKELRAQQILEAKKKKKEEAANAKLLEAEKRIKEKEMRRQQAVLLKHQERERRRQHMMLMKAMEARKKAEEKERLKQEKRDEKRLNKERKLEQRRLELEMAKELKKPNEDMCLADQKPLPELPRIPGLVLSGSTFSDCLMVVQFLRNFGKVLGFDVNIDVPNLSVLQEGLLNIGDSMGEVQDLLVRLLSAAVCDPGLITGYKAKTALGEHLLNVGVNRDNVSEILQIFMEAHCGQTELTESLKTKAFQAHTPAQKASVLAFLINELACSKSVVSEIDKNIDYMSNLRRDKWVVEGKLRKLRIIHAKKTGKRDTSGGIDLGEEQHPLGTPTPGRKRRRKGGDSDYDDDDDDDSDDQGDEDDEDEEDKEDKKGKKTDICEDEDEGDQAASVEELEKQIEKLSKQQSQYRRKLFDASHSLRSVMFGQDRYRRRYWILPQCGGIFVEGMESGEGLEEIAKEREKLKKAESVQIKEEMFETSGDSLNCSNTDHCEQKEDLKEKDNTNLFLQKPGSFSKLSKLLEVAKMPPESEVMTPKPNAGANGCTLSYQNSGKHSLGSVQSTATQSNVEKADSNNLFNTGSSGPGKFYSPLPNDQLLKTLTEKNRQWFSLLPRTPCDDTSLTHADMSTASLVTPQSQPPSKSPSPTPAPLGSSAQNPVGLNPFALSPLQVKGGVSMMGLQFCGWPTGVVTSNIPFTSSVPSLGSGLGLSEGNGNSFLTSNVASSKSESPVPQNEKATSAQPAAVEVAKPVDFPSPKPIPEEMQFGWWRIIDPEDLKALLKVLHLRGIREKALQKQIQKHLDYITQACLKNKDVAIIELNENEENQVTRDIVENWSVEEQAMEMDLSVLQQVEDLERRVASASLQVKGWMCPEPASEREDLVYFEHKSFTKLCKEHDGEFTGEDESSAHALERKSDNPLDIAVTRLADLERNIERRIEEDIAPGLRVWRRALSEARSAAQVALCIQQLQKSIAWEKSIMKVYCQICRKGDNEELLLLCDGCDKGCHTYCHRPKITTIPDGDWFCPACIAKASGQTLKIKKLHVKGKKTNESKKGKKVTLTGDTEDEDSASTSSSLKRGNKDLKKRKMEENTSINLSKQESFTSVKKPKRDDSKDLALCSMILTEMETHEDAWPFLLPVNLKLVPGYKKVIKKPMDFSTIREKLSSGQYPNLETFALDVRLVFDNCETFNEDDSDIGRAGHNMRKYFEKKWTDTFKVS
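BAZ2B 50 nM plus b-H3(5-23)K14Ac 50 nM, PBS pH 7.4/0.01% Tween-20, 30 min RT; compound added (max 110 uM), 30 min RT; streptavidin donor/Ni-chelate acceptor beads 10 ug/mL final, 20 min dark; AlphaScreen read.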
GLS inh: inhibitors of human glutaminase (GLS) | Potency, µM (titrated, usually from 45.5 µM), inactives show at the top dose activity change, negative = inhibition, usual class: inhibitors | O94925 | AID 624170 | 0.21% of 410,000 active | GLS enzymatic activity, qHTS titration; further: potency means the concentration at half of the fitted maximal effect; on the % scale 0 is the no-effect control and ±100 the full control effect
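Read-out is an Amplex red fluorescence increase coupled through glutamate oxidase and HRP, measured before and after 30 min room-temperature incubation. hKGA is in 45 mM KH2PO4 (pH 8.2) with 0.02% Tween-20; glutamine added as 1mM solution.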
Pin1 inh: blocks the human prolyl isomerase Pin1; Pin1 FP peptide displacement, HiFluor488, 10 min; Potency, µM (highest dose often 115 µM), for inactives: at the highest dose activity, negative = inhibition, usual class: inhibitors; 0.009% of 390,000 active; AID 504891; active means well fitted inhibition curve with a large enough effect in the polarisation, with a control signal flat, not every such curve was filed as active; inconclusive means small, poorly fitted or top-dose-only effect, or effect the other way, or a change in a side signal; inactive means no such curve, though single readings can be large or run the other way; the % refers to the polarisation; further: potency means the concentration at half of the fitted maximal effect; on the % scale 0 is the no-effect control and ±100 the full control effect
PI4K2A block: PI4K2A (human) kinase inhibition. purified PI4K2A, ADP-Glo luminescence, 1 h; stronger effect = lower value. 0.13% of 420,000 active. activity change, negative = inhibition, % at 76.9 µM; in the data active means activity change below about -50%; inconclusive means mostly about -30% to -49%;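 further: -100% = wells without enzyme as full effect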
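ADP-Glo luminescence measured ADP generated by PI4K2A enzyme (4 ug/mL before mixing) with 1.2 mM PI substrate (pre-mix) and 300 microM ATP (pre-mix). Tris pH7.5 buffer with MgCl2, Triton X-100; 1 h reaction at ambient temperature.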
* marks the source's active call; other numbers are inactive results; i = inactive; u = inconclusive; x = no result given; & = joins results of further samples; [ ] = another dose, or the depositor's remark. Unless noted, the call rests on the fitted dose curve; in most records, active means well fitted curve in the direction sought with a large enough effect; inconclusive means small, poorly fitted or top-dose-only effect, or another doubt; inactive means no such curve, though single readings can be large; an effect the other way counts as inactive or inconclusive.

#1 CCc1nnc(NS(=O)(=O)c2ccc(NC(=S)NC(=O)c3ccc(F)cc3)cc2)s1
#2 COc1ccccc1N1CCN(c2cc(C)nc3nc(-c4ccc(Cl)cc4)nn23)CC1
#3 CCCCN(CC)CCCNC(=O)c1cn(CC(C)C)c(=O)c2c1c1ccccc1n2C
#4 O=C(CCS(=O)(=O)c1ccc(Br)cc1)NCc1cccs1
#5 Cc1ccc(Cl)cc1NS(=O)(=O)c1c(C)[nH]c(=O)[nH]c1=O
#6 COc1ccc(OCCC(=O)N2CCN(C)CC2)cc1

Assay by compound,1,2,3,4,5,6
JMJD2A Tudor,-27.0%,-23.0%,-19.9%&-27.3%,35.5µM*,-13.8%,-12.6%
PGK inhibitor,14.7%,-5.3%,-4.2%&7.2%,u,0.1%,-7.1%
G9a block,-7.8%[59 µM],13.2%[59 µM],-30.6%[59 µM],u,-17.1%[12.7 µM],-42.6%
ERG-DNA inh,-21.3%,-6.9%,0.9%&-2.6%,-1.6%,-0.3%,10.1%
HP1b binding inh,-12.4%,40.9%[activator],14.8%&0.7%,50.1µM*,16.8%,34.8%
BAZ2B inh,u,-2.7%,-16.0%&-5.4%,50.1µM*,6.2%,1.1%
GLS inh,27.9%,-0.1%,-3.3%&11.4%,-15.9%,20.0%,5.1%
Pin1 inh,-10.7%,17.1%,0.6%&2.6%,-7.4%,4.2%,-3.1%
PI4K2A block,-0.1,4.0,0.2&-12.7,-9.3,-5.8,-0.5

#7 COc1ccc2oc(C(=O)Nc3ccc(C)cn3)c(C)c2c1
#8 O=C(NC1CC1)c1cccc(NC(=O)c2cc(S(=O)(=O)N3CCOCC3)ccc2Cl)c1
#9 O=C(NC1CCCCC1)N(CCO)Cc1cc2cc3c(cc2[nH]c1=O)OCCO3
#10 CC(=O)n1cc(CO)c2ccccc21
#11 COCC(=O)Nc1nnc(SCC(=O)NCc2cccs2)s1
#12 O=c1[nH]cnc2scc(-c3ccsc3)c12

Assay by compound,7,8,9,10,11,12
JMJD2A Tudor,-16.4%,-0.7%,9.5%,-10.2%,8.1%,-10.9%
PGK inhibitor,-1.9%,-4.9%,5.7%,0.3%,1.2%,-2.7%
G9a block,2.7%,1.2%[0.501 µM],-22.5%[59 µM],7.3%[12.7 µM],1.8%[59 µM],-8.5%[59 µM]
ERG-DNA inh,7.8%,1.9%,4.5%,-20.6%,-9.8%,2.2%
HP1b binding inh,17.0%,16.5%,24.8%,37.6%,34.7%,3.7%
BAZ2B inh,12.3%,10.4%,-4.4%,2.7%,4.7%,x
GLS inh,-9.5%,-0.8%,x,-4.7%,-0.3%,-1.2%
Pin1 inh,0.0%,8.5%,1.9%,0.4%,12.1%,0.0%
PI4K2A block,-3.0,1.0,0.0,1.0,4.9,-4.4

#13 CNC(=O)C(=O)NCCCN1CCOCC1
#14 COc1ccc2c(c1)C(C)CC(C)(C)N2C(=O)CSc1nc2ccccc2s1 (stereo unspecified)
#15 O=C(Nc1ccc2c(c1)OCO2)C(c1ccc(Cl)cc1)N1CCN(C(=O)c2ccco2)CC1 (stereo unspecified)
#16 CCNC(=O)CC1C(=O)N(c2ccc(F)cc2)C(=O)N1Cc1cccs1 (stereo unspecified)
#17 CCn1c(=O)c(=O)n(CC)c2cc(S(=O)(=O)Nc3cccc(OC)c3)ccc21
#18 CC1CCCN(C(=O)c2ccc(NS(=O)(=O)c3ccc4[nH]c(=O)[nH]c4c3)cc2)C1 (stereo unspecified)

Assay by compound,13,14,15,16,17,18
JMJD2A Tudor,-1.4%,3.4%,-19.1%,-2.1%,-1.5%,-5.5%
PGK inhibitor,-0.6%,3.0%,-3.6%,i,-5.1%,-2.3%
G9a block,2.1%,7.5%,10.2%[12.7 µM],-29.6%,13.5%,5.2%
ERG-DNA inh,8.1%,4.7%,-6.8%,1.5%,-7.8%,-15.0%
HP1b binding inh,91.6%[activator],66.2%,4.3%,49.0%[activator],15.7%,2.9%
BAZ2B inh,-2.3%,3.8%[57.1 µM],-38.5%,-13.8%,6.5%,8.7%
GLS inh,-5.2%,6.6%,-2.2%,-7.5%,0.4%,0.2%
Pin1 inh,6.7%,u,1.5%,0.2%,28.2%,-1.0%
PI4K2A block,-2.7,-3.9,0.9,1.9,6.0,-3.9

#19 Cc1cc(C)cc(-n2nnnc2SCC(=O)Nc2cccc(NC(=O)c3ccco3)c2)c1
#20 CCN(CC)CCCN=Cc1c(O)n(-c2c(C)cccc2C)c(=O)c2ccccc12
#21 NC(=S)N/N=C/c1ccc(OC(=O)c2cccnc2)cc1
#22 Cc1c(Cl)cccc1NC(=O)CCCn1cnc([N+](=O)[O-])n1
#23 O=C(Nc1cccc(F)c1)NC1(C(=O)N2CCN3CCCC3C2)CCCCC1 (stereo unspecified)
#24 C/C(=N/NC(=O)CCc1ccccc1)c1ccc2c(c1)OCO2

Assay by compound,19,20,21,22,23,24
JMJD2A Tudor,-12.5%,-28.8%,8.3%,-9.0%,-6.0%,-14.5%
PGK inhibitor,-7.8%,-3.2%,-8.4%,-9.7%,-0.7%,-4.4%
G9a block,-6.1%[12.7 µM],-46.7%,1.4%[59 µM],u,11.3%[59 µM],x
ERG-DNA inh,14.3%,7.8%,13.4%,1.5%,7.4%,-12.1%
HP1b binding inh,32.0%,17.9%,61.8%[activator],0.1%,12.1%,24.0%
BAZ2B inh,-11.7%,-24.9%,-11.4%,-1.1%,13.4%,-9.7%
GLS inh,10.5%,6.2%,12.1%,1.6%,8.3%,4.9%
Pin1 inh,13.5%,-4.1%,-2.0%,5.2%,5.9%,-3.3%
PI4K2A block,-4.2,0.5,-3.8,0.2,0.6,-2.8

#25 CCN1CCN(c2nc(-c3ccccc3)c3ccccc3n2)CC1
#26 COc1ccc(CCn2nnnc2C(CC(C)C)N2CCC(C(N)=O)CC2)cc1OC (stereo unspecified)
#27 CCOC(=O)/C=C/C(=O)Nc1cccc([N+](=O)[O-])c1
#28 COc1ccccc1C(=O)NCC(=O)Nc1ccc2c(c1)CCC2
#29 O=S(=O)(/N=C(\Sc1ccccc1)c1ccccc1)c1ccc(Cl)cc1
#30 CCOc1ccc(C2N(c3cc(Cl)ccc3OC)C(=O)C3CCCN32)cc1OC (stereo unspecified)

Assay by compound,25,26,27,28,29,30
JMJD2A Tudor,12.0%,1.5%[11.4 µM],u,-16.5%,7.7%,-14.1%
PGK inhibitor,-7.3%,7.5%,-7.2%,-6.3%,-6.0%,-5.2%
G9a block,16.7%,12.8%,u,18.0%[12.7 µM],u,u
ERG-DNA inh,-16.6%,-1.3%,-5.4%,-1.7%,-1.7%,-17.1%
HP1b binding inh,102.3%[activator],54.3%[activator],u,39.7%[activator],101.6%[activator],42.0%[activator]
BAZ2B inh,0.9%,22.9%,u,12.0%,12.0%,16.3%
GLS inh,-16.7%,-4.8%,u,1.3%,35.7%[activator],2.2%
Pin1 inh,-4.1%,1.9%,-5.0%,20.0%,1.3%,-1.0%
PI4K2A block,2.8,-2.1,5.3,-10.6,-5.1,-0.1

#31 Cc1cccc(C(=O)N[C@H](C(=O)Nc2nnc(C3CC3)s2)C(C)C)c1
#32 CCNC(=O)CC1C(=O)N(c2ccc(F)cc2)C(=O)N1Cc1ccc(OC)cc1 (stereo unspecified)
#33 COc1cccc(/C(O)=C/C(=O)C(=O)Nc2ccc(S(=O)(=O)NC(C)=O)cc2)c1
#34 CCOCCNC(=O)c1ccccc1C(=O)NCCOCC
#35 Cn1c(=O)c2sccc2n2c(CCCC(=O)Nc3ccc(Cl)cc3)nnc12
#36 Cn1c(=O)cc(SCC(=O)N2CCN(c3ccccc3F)CC2)c2ccccc21

Assay by compound,31,32,33,34,35,36
JMJD2A Tudor,-17.0%,-7.5%,8.91µM*,-6.0%,-8.7%,-19.7%
PGK inhibitor,-6.4%,-2.6%,-10.5%,2.0%,-6.3%,i
G9a block,-1.9%[59 µM],x,10µM*,7.3%,-18.7%[59 µM],-1.0%[59 µM]
ERG-DNA inh,0.4%,1.6%,-8.9%,-2.2%,-0.4%,-2.1%
HP1b binding inh,18.1%,27.5%,7.5%,20.7%,58.3%[activator],17.3%
BAZ2B inh,-3.8%,4.8%,u,4.2%,4.7%,x
GLS inh,13.8%,0.4%,8.7%,5.5%,1.6%,6.2%
Pin1 inh,-0.4%,-1.8%,-1.8%,5.1%,-4.4%,7.5%
PI4K2A block,-3.3,-1.4,-2.8,3.6,-0.3,2.3

Two consecutive compounds out of the list so far:
#31 Cc1cccc(C(=O)N[C@H](C(=O)Nc2nnc(C3CC3)s2)C(C)C)c1
#32 CCNC(=O)CC1C(=O)N(c2ccc(F)cc2)C(=O)N1Cc1ccc(OC)cc1 (stereo unspecified)

Assay by compound,31,32
JMJD2A Tudor,-17.0%,-7.5%
PGK inhibitor,-6.4%,-2.6%
G9a block,-1.9%[59 µM],x
ERG-DNA inh,0.4%,1.6%
HP1b binding inh,18.1%,27.5%
BAZ2B inh,-3.8%,4.8%
GLS inh,13.8%,0.4%
Pin1 inh,-0.4%,-1.8%
PI4K2A block,-3.3,-1.4
